Source: PubChem BioAssay (several laboratories)
CF NFkB inh: blocks PAF-induced NF-kB reporter in cystic fibrosis cells | AID 588850 | inhibition, % at 5 µM | KKLEB NF-kB-GFP reporter, GFP fluorescence overnight | hit rate 0.86% among 360,000;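 active means at least 50% inhibition at 5 µM, scaled per plate between neutral and stimulator controls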;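 further: PAF is a Pseudomonas aeruginosa culture filtrate used as stimulus; plate controls were PAF-stimulated DMSO wells for no effect and unstimulated DMSO wells for full effect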
Shn3 3UTR inh: inhibitors of Schnurri-3 3'UTR reporter in osteoblasts; Clone20 osteoblast Shn3 3'UTR firefly luciferase, 24 h; inhibition, % at 12.5 µM; hit rate 0.52% among 360,000; AID 588674;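 active means mean inhibition of at least 75% with every replicate also reaching 75%; inconclusive means mean inhibition at least 75% but some replicate below; inactive means mean inhibition below 75%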;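 further: 0% = median of neutral control wells and 100% = pilot-screen positive control compound; some compounds past the cut are filed as inactive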
hiPSC survival: increases survival of single human iPS cells | survival enhancement, % at 20 µM | hiPSC single-cell survival, ATPlite luminescence; 100% = ROCK inhibitor wells, 0% = DMSO | hit rate 0.044% among 360,000 | AID 602274; in the data active means survival enhancement above about 18%;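 further: cells exposed to compounds for 16 hours before the ATP read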
HIF-2a block: blocks HIF-2a reporter activity | 786-0 RCC cells HIF-2a reporter, luciferase luminescence, overnight | inhibition, % at 18.8 µM | AID 624352 | hit rate 0.72% among 360,000;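 active means inhibition of the luminescence signal of 40% or more relative to plate controls, in a single-dose primary screen at 18.75 µM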
LMP1 NFkB inh: inhibitors of Epstein-Barr LMP1-induced NF-kappaB reporter; LMP1-induced NF-kappaB luciferase reporter cells, luminescence; hit rate 0.69% among 350,000; AID 504558; inhibition, % at 12.5 µM; in the data active means inhibition above about 41%; inconclusive means no clear call, values can overlap the other calls;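 further: 0% = neutral control wells and 100% = reference inhibitor control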
MITF TRPM1 inh: MITF TRPM1 promoter inhibition in SK-MEL-5 cells | SK-MEL-5 TRPM1 promoter luciferase, 24 h | inhibition, % at 12.5 µM | hit rate 0.83% among 330,000;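 active means mean inhibition across replicates of 60% or more, whatever share of single replicates reaches that level; inconclusive means some that reach 60%, reason not given; inactive means mean inhibition across replicates below 60%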; further: values of inactives mirror those of a sister screen read the other way
KKLEB cytotox: CF airway cell cytotoxicity counter-screen; KKLEB CF airway cells viability, ATPlite luminescence, overnight; hits give low values; cells stimulated with P. aeruginosa culture filtrate; activity change (cytotoxicity), % at 5 µM; hit rate 0.36% among 360,000; AID 602141;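 active means corrected activity change at or below -50% at 5 µM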
NR2E3 ag-1: NR2E3 (human) agonism; GST-NR2E3/biotin-RetCOR TR-FRET, 1536-well; inhibition of corepressor binding, % at 4.78 µM; hit rate 0.12% among 320,000; AID 2300;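 active means percent inhibition above the cutoff of mean plus 3 SD of all tested compounds, set per screening campaign, cut at about 20% in these data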;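 further: 0% = DMSO wells and 100% = biotin wells as full block of FRET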
Target sequence (Q9Y5X4 whole entry, looked up): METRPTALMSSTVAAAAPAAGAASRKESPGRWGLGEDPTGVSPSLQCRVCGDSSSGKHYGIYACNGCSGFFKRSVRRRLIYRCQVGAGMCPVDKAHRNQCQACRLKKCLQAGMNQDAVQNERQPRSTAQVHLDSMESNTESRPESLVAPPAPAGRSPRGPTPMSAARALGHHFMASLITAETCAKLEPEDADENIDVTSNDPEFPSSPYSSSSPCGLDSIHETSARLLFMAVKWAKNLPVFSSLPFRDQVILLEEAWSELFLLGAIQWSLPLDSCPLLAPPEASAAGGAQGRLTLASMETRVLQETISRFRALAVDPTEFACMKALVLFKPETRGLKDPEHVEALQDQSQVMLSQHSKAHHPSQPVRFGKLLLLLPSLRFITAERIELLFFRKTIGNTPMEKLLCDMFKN
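Test system: GST-NR2E3 and biotin-RetCOR proteins | Quantity: 1.35 nM GST-tagged NR2E3 final | Medium: Tris pH 7.5 | Also added: 7 nM biotin-RetCOR | Dosing: Compound at 4.8 µM, single dose | Timing: 5 h at 4 °C | Detection: Time-resolved FRET | Read-out basis: Percent inhibition | Benchmarks: Biotin wells as high control, 0.6% DMSO wells as low control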
C8 TRAIL sens: caspase-8 TRAIL sensitization | NB7+C8 cells + TRAIL, ATPlite viability luminescence | inhibition (viability loss, TRAIL sensitization), % at 10 µM | hit rate 1% among 360,000 | AID 624354;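 active means compounds causing at least 50% loss of cell viability in the single-dose screen, relative to plate controls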
Peg3 prom inh: inhibitors of Peg3 promoter. AID 588405. hit rate 1.7% among 360,000. HeLa PEG-Prom luciferase reporter, luminescence, overnight. inhibition, % at 20 µM;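 active means inhibition of at least 50% at 20 µM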
NR2E3 ag-2: activates human NR2E3 receptor | hit rate 0.35% among 360,000 | CHO-S Gal4-NCOR/VP16-NR2E3 two-hybrid, luciferase | AID 602229 | inhibition of corepressor binding, % at 3.98 µM;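 active means inhibition above the mean of all tested compounds plus 3 SD, cut at about 70% in these data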;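 further: 0% = DMSO with NR2E3 transfected cells and 100% = cells lacking NR2E3 construct; higher means lower luciferase signal from less NR2E3 corepressor binding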
* = called active by the depositor; ? = inconclusive; nt = not tested or not shown; & = joins results of further samples; ! = a repeat was not active.

Each structure is followed by: CF NFkB inh	Shn3 3UTR inh	hiPSC survival	HIF-2a block	LMP1 NFkB inh	MITF TRPM1 inh	KKLEB cytotox	NR2E3 ag-1	C8 TRAIL sens	Peg3 prom inh	NR2E3 ag-2
> O=C(CN(c1cccc(Cl)c1)S(=O)(=O)c1ccc(Cl)cc1)N1CCc2ccccc2C1
  -2	0	0.9	11	-4	-11	20	2	-3	20	2
> CC(=O)c1cccc(NS(=O)(=O)N2CCOCC2)c1
  27	0	-0.4	12	0	5	-15	nt	22	3	-14
> O=C(NCCc1c[nH]c2ccccc12)/C(=C\c1cccnc1)NC(=O)c1ccco1
  -10	-7	-1.8	3	-26	1	4	1	5	2	9
> COc1cc(NC(=O)CCNC(=O)Cn2ccc3ccccc3c2=O)cc(OC)c1OC
  -8	-8	-0.2	-68	-11	-19	10	2	2	-55	-41
> CC(=O)O[C@H]1c2ccccc2-c2ccccc2[C@@H]1OC(C)=O
  -6	9	-0.5	10	2	5	12	-3	-14	5	3
> COc1ccc(-c2cc(C(=O)Nc3ccc(C)c(C)c3)no2)cc1
  -22	-14	-0.6	-19	7	-7	8	1	-1	8	-8
> O=C(O)c1cocc1C(=O)O
  1	-13	0.9	7	-1	nt	16	nt	-26	-4	4
> O=C(Nc1cccnc1)c1coc(=O)c2ccccc12
  11	-2	4.0	11	-7	-1	-3	1	-9	25	-4
> O=C(O)c1cccc(NC(=S)NC(=O)c2ccc(-c3ccc(Cl)cc3)o2)c1
  17	-27	1.2	-162	1	-5	0	6	-7	-170	-12
> Cc1noc(C)c1S(=O)(=O)N1CCCC(C(=O)NCc2ccccc2Cl)C1 (stereo unspecified)
  -1	-5	0.3	10	15	2	-4	2	-2	-2	-4
> COc1ccc(C(CNC(=O)COc2cc(C)ccc2Cl)N2CCCCC2)cc1 (stereo unspecified)
  -22	6	0.1	-1	4	-8	-1	-2	3	-4	-1
> CCCCCn1c(C(Cc2ccccc2)NC(=O)COC)nc2ccccc21 (stereo unspecified)
  10	3	-1.5	13	5	0	-6	1	9	16	-7
> CS(=O)(=O)N1CCN(c2ccc([N+](=O)[O-])c(SCc3ccco3)c2)CC1
  7	22	-0.1	21	-2	0	2	-2	-12	23	-1
> COc1ccc(-c2nc(NC(=O)c3ccc(OCC(=O)N4CCOCC4)c(OC)c3)sc2C)cc1
  -31	19	-0.4	8	14	7	5	7	16	66*	12
> COc1ccc(CSCC(=O)NCCC(C)C)cc1
  5	0	-1.2	9	-2	-11	8	-5	-4	19	2
> CCCC(=O)Nc1nnc(-c2ccc3c(c2)OCCO3)o1
  -4	7	-0.4	-129	-4	-6	20	0	10	-149	-57
> Cc1nn(-c2ccccc2)c(C)c1NC(=O)COC(=O)c1cccc(OC(F)F)c1
  -19	-6	-0.3	1	-4	2	11	-1	8	-1	-3
> O=C(O)c1ccc(S(=O)(=O)c2ccc(Sc3ccc(C(=O)O)c(C(=O)O)c3)cc2)cc1
  -2	-33	0.0	6	-4	-6	0	3	1	-2	-14
> Cc1cc(C(F)(F)F)nn1CC(=O)NNC(=S)Nc1ccc(Cl)cc1
  8	-2	0.7	23	-3	8	8	-3	-6	5	-12
> CCC(=O)N1CCc2cc(S(=O)(=O)NC(Cc3ccccc3)C(=O)NC3CCCC3)ccc21 (stereo unspecified)
  -16	8	0.3	19	-7	-4	-1	3	-13	1	5
> CCOc1ccccc1N1CC(C(=O)Nc2ccccc2N2CCCC2)CC1=O (stereo unspecified)
  12	-3	1.7	12	6	-2	-3	-3	4	1	14
> Cc1ccc(C)c(S(=O)(=O)N2CCCC2CNC(=O)C(=O)Nc2ccccc2)c1 (stereo unspecified)
  -26	12	-0.2	-12	-10	nt	7	nt	-10	-9	-12
> CCN(CC)CCCn1c(=S)[nH]c2ccccc2c1=O
  -5	-10	-0.2	18	9	20	8	0	-15	4	-25
> Clc1cccc(OCCn2cncn2)c1Cl
  12	-10	-0.4	-2	6	-7	-14	0	-15	4	-1
> CC1=C(C(=O)NCCCOC(C)C)C2(CCC(C)CC2)OC1=O (stereo unspecified)
  -28	-12	1.0	7	4	nt	16	1	12	3	-6
> COc1cc(/C(C)=N/Nc2ccc(C(=O)O)cc2)cc(OC)c1OC
  10	-28	-0.4	-44	-10	-33	7	-3	-5	-83	-10
> CCCCCC(=O)N1C[C@@H](n2cc(COC(=O)c3ccccc3)nn2)[C@H](O)C[C@@H]1c1ccc(OC)cc1
  -6	-3	3.4	11	-2	nt	7	nt	3	5	-25
> Cn1c(CSCc2ccc(Cl)cc2)n[nH]c1=S
  15	-2	-1.1	10	2	-4	0	5	-3	-1	2
> CCn1c(=S)sc2c(=O)n(CC(=O)Nc3cc(OC)ccc3OC)c(C)nc21
  14	-18	-0.3	-1	8	-3	-8	2	-10	18	-2
> CCOC(=O)c1c(N2CCN(c3ccccc3)CC2)cc(C)nc1C
  -4	65	-0.3	2	3	13	11	nt	2	4	-1
> CCCNC(=O)C1(C)CCN1C(=O)c1cc(C)n(C)n1 (stereo unspecified)
  -17	7	1.2	2	nt	nt	7	nt	-1	3	-20
> CCc1nnc(NC(=O)CSc2nnnn2-c2cccc(C(C)=O)c2)s1
  -5	-2	4.3	5	2	6	4	1	8	4	12
> CC(=O)c1cccc(N(CC(=O)NC2CCCCC2)C(=O)CCC(=O)Nc2nc(C)cs2)c1
  20	1	0.5	14	5	6	-1	3	-31	7	-29
> COc1cccc(OC)c1OCCCNC1CCCC1
  1	7	-0.6	20	9	5	-11	0	-7	2	8
> Cc1cc(C)c2nc(N3CCC(C(=O)N4CCCC4)CC3)sc2c1
  -13	-4	-1.3	-57	-5	7	4	1	5	-25	-35
> C=CCNC(=O)c1c[nH]c2ccc(S(=O)(=O)N(C)c3ccc(OCC)cc3)cc2c1=O
  1	60	-0.4	4	1	18	-12	1	3	31	-27
> CCOC(=O)C1=C(c2ccccc2)Nc2ncnn2C1c1ccc(O)cc1 (stereo unspecified)
  -6	6	-0.7	15	4	-2	6	5	-10	0	18
> CC1(C)Cc2c(sc3ncn4c(=S)[nH]nc4c23)CO1
  4	0	-0.4	18	8	4	-2	1	-12	4	14
> Nc1c(C(=O)c2ccc(Cl)cc2)sc2nsc(SCCN3CCOCC3)c12
  -6	63	0.3	-64	5	-6	-17	0	26	4	-24
> CC(OC(=O)c1ccco1)C(=O)Nc1nc(-c2ccccc2)cs1 (stereo unspecified)
  -8	-8	-0.1	-201	-21	-83	-9	nt	-6	-223	-86
> Cc1ccc(C(=O)Oc2ccccc2N2C(=O)C3CCCCC3C2=O)cc1 (stereo unspecified)
  -13	-1	0.3	-65	0	1	20	2	-2	-41	2
> COc1ccc(OC)c(C(=O)CC2OC(=O)c3ccccc32)c1 (stereo unspecified)
  13	0	5.4	13	-11	9	-4	0	-14	-2	12
> O=C(O)/C(=C\c1ccco1)NC(=O)c1cccc2ccccc12
  -1	5	-2.0	7	-1	-2	11	4	-8	6	9
> COc1cc(CSc2nnnn2-c2ccc(C)cc2)cc(OC)c1OC
  -1	90*	-3.0	1	27	23	-10	8	21	26	98*
> COc1cccc(CNC(=O)CC2Sc3ccccc3NC2=O)c1 (stereo unspecified)
  -9	-7	-0.2	8	3	0	1	0	-4	8	-7
> COc1ccc(S(=O)(=O)Nc2ccccc2OC)cc1NC(=O)c1cc2ccccc2oc1=O
  58*	-14	2.8	-189	2	-87	-55*	-4	-2	-131	-53
> COc1ccc(-c2ccc(CN3C(C(C)C)C(=O)N(Cc4cn(CCC5OCCO5)nn4)CCS3(=O)=O)cc2)cc1OC (stereo unspecified)
  29	-19	2.2	5	5	nt	-16	nt	-5	13	-14
> C[n+]1c2cc(N)ccc2cc2ccc(N)cc21
  -376	?	-5.2&-3.8	41*!	72*!	64*	4&5	nt	39&49	96*	-23&-21
> CC1(C(=O)N2CCC(CC3CC(c4ccc(Cl)cc4)=NO3)(C(=O)NCC3CCCCC3)CC2)CC1 (stereo unspecified)
  -22	-12	2.7	-2	11	12	12	2	3	6	1
> c1ccc(-c2nc3ccccc3s2)nc1
  -14&-4	-57&-58	-2.6&-0.3	-267	-14&-21	-55&-29	-7&-16	0&0	17&13	-243	-142&-98
> O=C(Nc1ccncc1)C1CCC(CNS(=O)(=O)c2cccc3nsnc23)CC1 (stereo unspecified)
  29	53	4.8	19	-8	17	-17	3	12	33	-15
> COCCCNC(=O)Cn1cc(/C=C(\C#N)C(=O)NC2CCCC2)c2ccccc21
  12	-1	0.4	-37	2	-8	-7	2	-4	-9	10
> Cc1cccc(C)c1NC(=O)C(c1ccccc1OC(F)(F)F)N1CCN(c2ccc(F)cc2)CC1 (stereo unspecified)
  -2	-3	-4.7	4	nt	nt	-2	nt	2	12	15
> Cc1ccc(NC(=O)c2c(C)nn(-c3ccccc3)c2Cl)c(C)c1
  -11	-2	3.8	-134	-12	-39	-6	-3	-3	-114	-31
> CC(=O)c1ccc(NC(=O)C2CCCN2S(=O)(=O)c2cccs2)cc1 (stereo unspecified)
  2	-6	0.0	9	-3	-13	-6	1	-2	6	-8
> O=C(CCc1nnc(-c2ccc3c(c2)OCO3)o1)N(Cc1ccncc1)CC1CCCO1 (stereo unspecified)
  -11	-16	1.3	12	6	17	4	-1	-6	1	0
> Cc1cc(C)cc(C(=O)N2CCN(Cc3ccc4c(c3)OCO4)CC2)c1
  7	2	-0.7	9	1	4	-16	-2	-2	15	5
> CC(C)c1nc2oc3c(NCC4CCCO4)ncnc3c2c2c1COC(C)(C)C2 (stereo unspecified)
  6	-28	6.6	20	1	-2	-20	nt	9	20	7
> CCOC(=O)C1=C(COC(=O)COc2ccc(Br)cc2)NC(=O)NC1C (stereo unspecified)
  5	-2	0.0	11	-6	-4	-2	-2	-8	-6	-1
> Cn1cccc1Cc1nnc(SCC(=O)N2CCc3ccccc32)n1-c1ccc(F)cc1
  17	-17	-0.6	4	-8	9	3	0	-2	11	-18
> CCSc1nc2ccccc2n1C(=O)/C=C\c1ccc(OC)c(OC)c1
  82*	-15	-2.3	86*	68*	69*	3	2	36	106*	11
> CN(C)S(=O)(=O)c1ccc(NC(=O)CN2C(=O)NC3(CCCC3)C2=O)cc1
  15	13	3.3	4	-11	14	3	1	-27	5	-21
> CCOC(=O)C1CCCCN1Cc1ccc(-c2ccccc2)cc1 (stereo unspecified)
  -10	-1	-0.7	-41	-2	-17	-9	nt	-9	-18	-3

The list is partial. The share of hits here may be higher or lower than overall.
